From PubChem BioAssay
Giardia kill: Giardia lamblia killing; Giardia lamblia trophozoite viability; activity change, % at 7.66 µM, hits read low; hit rate 0.15% among 340,000; AID 540267; in the data active = activity change below about -80%; inconclusive = between about -30% and that limit;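 note: parasites exposed to compound for two days anaerobically before the ATP read; % is set by controls: 0 for no effect and ±100 for the full control effect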
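Anaerobic 48 hrs incubation at 37 deg C of 100 trophozoites/well with test compounds; ATPLite 1-Step luminescence, 15-30 min RT, reports cellular ATP as viability.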
CXXC DNA block: MLL CXXC-DNA interaction inhibition | Q03164 | MLL-CXXC / FITC-HOXA9 DNA fluorescence polarization | Potency, µM (highest dose often 115 µM), for the others: at the highest dose activity change, negative = inhibition, actives largely listed as inhibitors | hit rate 0.037% among 290,000 | AID 2662; active = well fitted inhibition curve with a large enough effect in the polarisation, with a control signal flat, not every such curve was filed as active; inconclusive = small, poorly fitted or top-dose-only effect, or effect the other way, or a change in a side signal; inactive = no such curve, though single readings can be large or run the other way; the % refers to the polarisation; note: potency is the fitted concentration of half-maximal effect
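Steps: dispense CXXC domain solution (7 uM) → pin compounds or unlabeled HOX-A9 DNA control → 5 min ambient → add FLSN-HOX-A9 solution (50 nM) → spin → 30 min ambient → fluorescence polarization. Tris pH 7.5/NaCl/DTT/BSA buffer.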
B2AR arrestin: beta2AR (human) beta-arrestin recruitment activity. P07550. beta-arrestin recruitment to beta2AR, cell-based reporter. Potency, µM (top dose mostly 46.1 µM), for the others: top-dose activation, usual class: activators. hit rate 0.02% among 330,000;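 note: potency is the fitted concentration of half-maximal effect; 0% = DMSO controls and full agonism = EC100 isoproterenol or metaproterenol; nearly all actives have a fitted effect of over 65% in size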
Menin MLL FP TR: inhibitors of human menin-MLL interaction, mutant MLL peptide | O00255 | Menin + Texas Red MLL mutant peptide, fluorescence polarization | Potency, µM (doses to about 61.6 µM), without a hit: at the highest dose FP activity change, negative = inhibition, most hits filed as inhibitors | hit rate 0.23% among 270,000 | AID 1768; active = well fitted inhibition curve with a large enough effect in the polarisation, with a control signal flat, not every such curve was filed as active; inconclusive = small, poorly fitted or top-dose-only effect, or effect the other way, or a change in a side signal; inactive = no such curve, though single readings can be large or run the other way; the % refers to the polarisation; note: potency is the fitted concentration of half-maximal effect; % of control where 0% means no effect; many of its hits are not listed in these tables
GALK inh: galactokinase (human) inhibition | Purified GALK, Kinase-Glo residual ATP luminescence | Potency, µM (series often up to 57.5 µM), for inactives: top-dose activity change, negative = inhibition, usual class: inhibitors | hit rate 0.007% among 270,000 | AID 1868; note: potency is the fitted concentration of half-maximal effect; % is set by controls: 0 for no effect and ±100 for the full control effect
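GALK at 5 nM final was combined with compound, 35 uM ATP and 100 uM galactose in HEPES pH8.0 with MgCl2 and DTT. The reaction ran one hour at room temperature before luminescent ATP detection.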
KCNH2 WT inh: blocks the wildtype human KCNH2 potassium channel. U2OS, BacMam KCNH2, thallium flux FluxOr; stronger effect = lower value. Q12809. hit rate 0.37% among 340,000. activity change, % at 1.84 µM;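 active = maximum activity change below -70%; inconclusive = maximum activity change between -70% and -50%; inactive = maximum activity change above -50%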; note: % is set by controls: 0 for no effect and ±100 for the full control effect
Target sequence (Q12809 whole entry, looked up): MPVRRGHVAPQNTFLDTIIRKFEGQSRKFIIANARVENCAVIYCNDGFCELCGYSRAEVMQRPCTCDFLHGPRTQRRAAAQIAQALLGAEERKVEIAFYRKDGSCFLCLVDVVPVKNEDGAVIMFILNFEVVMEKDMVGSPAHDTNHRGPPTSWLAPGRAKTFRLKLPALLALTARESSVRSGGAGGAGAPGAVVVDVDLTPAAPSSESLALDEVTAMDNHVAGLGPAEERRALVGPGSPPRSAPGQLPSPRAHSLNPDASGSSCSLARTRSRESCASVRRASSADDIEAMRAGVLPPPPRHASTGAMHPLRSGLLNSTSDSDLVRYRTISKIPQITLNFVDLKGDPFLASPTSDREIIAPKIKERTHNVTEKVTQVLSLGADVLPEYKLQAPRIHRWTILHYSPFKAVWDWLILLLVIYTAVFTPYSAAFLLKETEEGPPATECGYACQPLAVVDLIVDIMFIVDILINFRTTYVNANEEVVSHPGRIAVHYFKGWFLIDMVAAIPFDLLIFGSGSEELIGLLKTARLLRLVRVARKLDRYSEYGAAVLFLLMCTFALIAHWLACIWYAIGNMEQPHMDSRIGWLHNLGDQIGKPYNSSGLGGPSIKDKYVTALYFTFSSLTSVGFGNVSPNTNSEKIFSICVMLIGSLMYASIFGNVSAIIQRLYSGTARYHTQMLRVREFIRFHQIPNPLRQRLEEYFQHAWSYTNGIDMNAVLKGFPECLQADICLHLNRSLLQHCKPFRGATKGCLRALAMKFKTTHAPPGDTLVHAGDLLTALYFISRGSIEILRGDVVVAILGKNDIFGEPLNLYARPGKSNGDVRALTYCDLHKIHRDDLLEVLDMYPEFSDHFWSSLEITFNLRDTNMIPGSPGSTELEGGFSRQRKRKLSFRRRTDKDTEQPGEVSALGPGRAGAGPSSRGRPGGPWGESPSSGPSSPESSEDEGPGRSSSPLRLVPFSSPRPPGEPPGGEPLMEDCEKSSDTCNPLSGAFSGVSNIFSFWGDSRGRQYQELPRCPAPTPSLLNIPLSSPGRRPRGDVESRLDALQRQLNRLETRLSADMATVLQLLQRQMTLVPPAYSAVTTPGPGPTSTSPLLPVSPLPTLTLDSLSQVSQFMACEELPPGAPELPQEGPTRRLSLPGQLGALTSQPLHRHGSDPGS
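U2OS cells transduced with wild-type KCNH2 virus are loaded with FluxOr dye for 45 min, and thallium flux is measured in kinetic reads before and after stimulation buffer. Rate constants are normalized to DMSO controls.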
PKM2 act: increases activity of human pyruvate kinase M2; AID 1631; purified PKM2, Kinase-Glo ATP luminescence, activation; response scale: 0% is enzyme alone, no compound; hit rate 0.34% among 260,000; Potency, µM (doses to about 57.5 µM), for inactives: at the highest dose activation, most hits filed as activators; P14618; note: potency is the fitted concentration of half-maximal effect; % is set by controls: 0 for no effect and ±100 for the full control effect; nearly all actives have a fitted effect of over 55% in size
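Purified hPK-M2 (>95% pure) converted ADP (0.1 mM final) to ATP with 0.5 mM PEP in 50 mM imidazole pH7.2, KCl, MgCl2, Tween 20, BSA; 1 h at room temperature. ATP detected by Kinase-Glo luminescence.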
KCNH2 3.1 block: inhibitors of human KCNH2 3.1 potassium channel isoform; hit rate 0.95% among 340,000; U2OS KCNH2 3.1, thallium flux FluxOr; stronger effect = lower value; AID 720553; activity change, % (tested at about 1.8 µM);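 active = maximum activity change below -70%; inconclusive = maximum activity change from -70% to -50%; inactive = maximum activity change above -50%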;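 note: thallium influx rate constant from kinetic fluorescence after stimulation buffer; % is set by controls: 0 for no effect and ±100 for the full control effect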
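Steps: virus added to U2OS suspension (4 h, RT, dark); medium with 10% FBS added, cells plated, 37 C overnight; FluxOr/Red40 loading buffer 45 min RT; stimulation buffer, 2 min kinetic read; rate constant normalized.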
FBPA coupling cs: counter-screen for Giardia aldolase inhibitors: coupling enzyme system; coupling enzyme system counterscreen, AmpLite Red fluorescence; activity change, negative = inhibition, % at 58.2 µM, hits read low; hit rate 0.67% among 290,000; AID 2472; in the data active = activity change below about -30%; note: % is set by controls: 0 for no effect and ±100 for the full control effect
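Counterscreen of the coupled detection system alone, without aldolase: glyceraldehyde-3-phosphate coupling enzymes plus AmpLite Red readout. Compounds at 57.5 uM final, 10 min RT preincubation, 20 min RT reaction, fluorescence 525/598 nm.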
TRPV1 ag: activates the human vanilloid receptor TRPV1. Q8NER1. activation, % at 8.33 µM. TRPV1-expressing cells, Fluo-8 calcium influx, agonist mode. hit rate 0.19% among 320,000; in the data active = activation above about 80%; inconclusive = between about 30% and that limit; note: 0% is about no effect
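TRPV1-expressing cells were cultured overnight at 35.5C and loaded with Fluo-8 calcium dye for 40 to 90 min at room temperature. After a 10 s baseline, compound was added and calcium influx was read kinetically for 3 min (ex 480/em 520 nm).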
USP2a block: inhibitors of human ubiquitin-specific protease USP2a; USP2 core, Ub-CHOP2 coupled fluorogenic reporter, 485/531; Potency, µM (top dose mostly 38.3 µM), for inactives: top-dose activity change, negative = inhibition, usual class: inhibitors; hit rate 0.01% among 330,000; AID 463254;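 note: potency is the fitted concentration of half-maximal effect; plate controls were DMSO wells for no effect and full inhibition by NEM control for full effect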
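USP2 core (10nM final) preincubated 30min RT with compound in 20mM Tris-HCl pH 8.0, 2mM CaCl2, 2mM beta-mercaptoethanol, 0.05% CHAPS; 25nM Ub-CHOP2 plus 25nM reporter substrate added, fluorescence (Ex485/Em531) read after 60min.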
Active calls of the source: *; ? = inconclusive; / = no result given; [ ] = remark or other dose. Unless noted, calls come from the whole dose curve; as a rule, active = well fitted curve in the direction sought with a large enough effect; inconclusive = small, poorly fitted or top-dose-only effect, or another doubt; inactive = no such curve, though single readings can be large; an effect the other way counts as inactive or inconclusive. The list is partial (hit frequency here may not be typical).

Every second line gives: Giardia kill	CXXC DNA block	B2AR arrestin	Menin MLL FP TR	GALK inh	KCNH2 WT inh	PKM2 act	KCNH2 3.1 block	FBPA coupling cs	TRPV1 ag	USP2a block
Cn1c(=O)cc(SCC(=O)NCCC2=CCCCC2)c2cc(Cl)ccc21
 : 3	9%	-0.2%	-11%	/	5	16%	0	3	-3	2%
CC(NCc1ccc2c(c1)OCO2)c1ccccc1 (stereo unspecified)
 : 1	-14%	0.2%	-1%	3%	7	-5%	9	-1	0	1%
CC(C)[C@H](NC(=O)c1ccco1)C(=O)OCC(=O)N1CC(=O)Nc2ccccc21
 : 6	2%	0.3%	-5%	1%	-4	3%	36	0	-2	0%
O=C(CNS(=O)(=O)c1ccccc1)NCC(=O)OCc1ccc(Cl)cc1
 : -2	-20%	-0.2%	/	3%	1	-1%	-10	-3	1	-1%
CCOC(=O)Cc1ccc(NS(=O)(=O)c2ccc(SC)cc2)cc1
 : -9	-2%	0.2%	8%	1%	-10	-2%	10	3	3	1%
O=C(N=C1SC2CS(=O)(=O)CC2N1Cc1ccc(F)cc1)C1CCCO1 (stereo unspecified)
 : -1	47%[activator]	0.0%	5%	-11%	3	/	0	0	0	2%
O=C(O)[C@H]1CCCC[C@H]1C(=O)Nc1cc([N+](=O)[O-])ccc1F
 : 8	-6%	-1.2%	7%	3%	1	-24%	13	-2	-1	2%
CC(C(=O)N1CCN=C1c1ccccc1)N1C(=O)c2ccccc2C1=O (stereo unspecified)
 : 16	0%	0.3%	/	3%	1	-7%	-22	5	3	2%
CC(C)C(=O)NC(NC(=S)Nc1ccc(S(N)(=O)=O)cc1)C(Cl)(Cl)Cl (stereo unspecified)
 : -4	-1%	-1.0%	5%	1%	1	1%	-25	3	-7	1%
COC(=O)c1cccc(NC(=O)c2cc3ccccc3o2)c1
 : ?	3%	0.4%	?	-1%	-19	0%	-21	-4	?	-4%
CC(C)(Cc1ccccc1)NC(=O)C(=O)c1cn(CC(=O)N2CCOCC2)c2ccccc12
 : 1	15%	0.0%	/	-6%	4	6%	0	/	26	-8%
COc1cc(C=O)ccc1OCC(=O)N1CCOCC1
 : 6	6%	-0.7%	15%	1%	-3	-4%	-3	3	1	-4%
COc1ccc(-c2[nH]ncc2/C=N\NS(=O)(=O)c2ccc(Cl)cc2)cc1
 : -4	5%	0.1%	11%	8%	-7	-1%	1	2	2	1%
Cc1c(N(C)C(=O)c2ccccc2F)c(=O)n(-c2ccccc2)n1C
 : 6	0%	-0.2%	-8%	-4%	-9	-4%	-6	1	1	1%
O=C(CCCOc1ccccc1)Nc1nncs1
 : -23	10%	-0.4%	0%	0%	0	6%	0	0	-1	0%
O/N=C/c1cn(-c2ccc(Cl)cc2)nn1
 : 1	13%	-0.2%	1%	2%	-11	-4%	2	1	13	0%
CCN(CC)CCCNC(=O)Cn1nc(-c2ccccc2)ccc1=O
 : -12	6%	0.2%	0%	-2%	33	-4%	3	1	2	2%
CS(=O)(=O)N(CC(=O)Nc1ccccc1C(=O)NCc1ccccc1)c1ccc2c(c1)OCCO2
 : 4	8%	0.2%	2%	-3%	33	12%	-3	-2	1	2%
CN(C)S(=O)(=O)N1CCC(CO)(Cc2cccc(C(F)(F)F)c2)CC1
 : 13	1%	-0.3%	-8%	-2%	-2	11%	-6	-4	21	1%
O=C(CCn1nc(-c2ccccc2)c2ccccc2c1=O)Nc1cccnc1
 : 0	-10%	0.2%	-10%	-2%	-4	0%	-4	0	?	1%
CCOc1ccc(N(C(=O)CNC(=O)c2ccco2)C(C(=O)NC2CCCC2)c2ccco2)cc1 (stereo unspecified)
 : -15	-3%	-0.3%	-16%	9%	-11	3%	10	2	1	0%
CCCOc1ccc(NC(=O)c2cc3cc(C)ccc3[nH]2)cc1
 : 14	9%	-0.6%	25%	0%	9	-1%	-4	4	4	2%
Cc1ccccc1NC(=O)Cc1nc(COC(=O)CCOc2ccccc2)cs1
 : -17	3%	-0.1%	-6%	-5%	0	1%	-5	0	4	-1%
O=C(COC(=O)c1cc(S(=O)(=O)NCc2ccccc2)ccc1O)c1cc2ccccc2o1
 : 3	9%	-1.1%	/	-1%	1	6%	?	3	4	1%
COCC(=O)Nc1cc(Cl)ccc1C
 : -15	1%	-0.1%	-4%	9%	1	/	12	0	-1	1%
CCCCn1ccnc1C(=O)c1ccc(S(=O)(=O)N2CCCC2)cc1
 : 6	-2%	0.3%	/	5%	-14	-5%	-2	-1	5	2%
Cn1cc(S(=O)(=O)N2CCCC(C(=O)O)C2)cn1 (stereo unspecified)
 : -29	-2%	0.2%	-6%	1%	4	/	7	0	-2	3%
C=CCNC(=O)Nc1ccc2nc(C)sc2c1
 : 1	3%	-1.2%	11%	9%	7	-7%	20	3	-1	-1%
O=C1/C(=C\c2cc([N+](=O)[O-])ccc2O)SC(=S)N1Cc1ccc(Cl)cc1
 : -9	?	0.3%	?	-20%	-3	/	19	5	?	3%
O=c1[nH]c2ccc(NC(=S)Nc3ccc(F)cc3)cc2[nH]1
 : -15	2%	0.1%	/	8%	0	-1%	28	-9	-2	0%
COc1ccc2oc(=O)c(C(=O)NCc3ccccn3)cc2c1
 : 7	-1%	0.2%	-14%	1%	4	8%	3	-3	2	-1%
NC(=O)c1nsc(C(=O)N(CC(=O)NCc2ccccc2)c2ccc(F)cc2)c1N
 : -13	-2%	-0.5%	8%	-1%	-3	3%	-4	0	-3	3%
O=C(Nc1ccc(Cl)cc1)c1ccc(Br)cc1F
 : -13	14%	-0.4%	-18%	2%	-5	-2%	6	-2	83*	9%
COc1ccc2nc(SCC(=O)/C(C#N)=C(\C)N)[nH]c2c1
 : -15	-1%	-1.6%	7%	-1%	-9	-6%	/	0	2	-1%
CS(=O)(=O)N(CC(=O)NCC1CCCO1)Cc1ccc(Cl)cc1 (stereo unspecified)
 : 12	-2%	0.2%	14%	0%	1	-1%	4	2	1	2%
Cc1ccc(C)c(N(CC(=O)NCCSCc2ccco2)S(C)(=O)=O)c1
 : -2	-17%	-1.0%	7%	-1%	3	8%	-4	-2	2	-7%
COc1cc(C=C2C(=O)OC(C)(C)OC2=O)ccc1OCC(=O)Nc1ccccc1
 : 2	-19%	-0.1%	-7%	6%	-23	-6%	-1	1	2	2%
CCCn1c(N/N=C(C)\C=C\c2ccccc2)nc2c1c(=O)[nH]c(=O)n2C
 : /	48%[activator]	0.3%	-22%	-1%	/	-1%	/	1	4	7%
CSc1nc2ncnc(N)c2[nH]1
 : 3	-10%	-0.2%	/	-3%	5	-2%	2	2	-4	-1%
CCN(CC)C(=O)c1ccccc1NC(=O)CN1C(=O)c2ccccc2C1=O
 : -3	8%	-0.4%	-6%	2%	2	-10%	-4	0	-1	2%
C=CCn1c(COc2cc(C)ccc2C(C)C)nnc1SCC(=O)c1c(N)n(C)c(=O)n(C)c1=O
 : -1	0%	-1.6%	-2%	0%	-18	3%	-8	6	0	0%
C[N+]1(CC(O)c2ccccc2)CCCCCC1 (stereo unspecified)
 : -6	-2%	-5.1%	-17%	-2%	20	6%	3	3	3	3%
O=C(Nc1ccc(F)cc1)c1cc(S(=O)(=O)N2CCOCC2)cs1
 : -5	4%	0.3%	9%	-2%	1	-2%	-21	1	?	-2%
CCCCCC(=O)NNC(=O)Nc1ccccc1
 : 3	7%	-0.3%	2%	0%	1	-2%	5	2	-1	4%
COc1ccc2nc(NNC(=O)COc3ccccc3)sc2c1
 : 5	-8%	0.2%	2%	7%	-6	0%	-2	0	-1	3%
CC(NC(=O)CSc1n[nH]c(=O)n1C1CC1)C12CC3CC(CC(C3)C1)C2 (stereo unspecified)
 : 8	7%	-0.2%	-22%	3%	-2	-2%	17	0	21	1%
O=S(=O)(NC1CC1)c1ccc(S(=O)(=O)N(Cc2ccccn2)C2CC2)cc1
 : -2	-1%	-0.2%	/	0%	-6	-1%	8	0	-2	0%
COc1ccc(Cc2nnc(Nc3c(C)cccc3C)o2)cc1OC
 : -1	-4%	-0.1%	/	1%	-10	-1%	-13	0	-2	-1%
O=C(N/N=C/c1cccs1)c1cccc2cc[nH]c12
 : -15	20%	-1.0%	?	-2%	-23	-5%	6	-5	?	2%
COCCNC(=O)C(c1cccs1)N(C(=O)Cn1nnc2ccccc21)c1cccc(C)c1 (stereo unspecified)
 : 1	-3%	0.3%	-5%	4%	8	-3%	11	2	3	1%
Cc1c(Cl)cccc1NC(=O)CCCn1nc([N+](=O)[O-])cc1C
 : 8	0%	0.0%	10%	12%	-16	3%	0	1	4	3%
